Source: PubChem (several laboratories)
E-sel TNF inh – blocks E-selectin expression induced by TNF alpha. HUVEC TNFa-induced E-selectin immunofluorescence, high content. inhibition, % at 2 µM. 120,000 tested, 0.71% active. AID 1246;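 active means inhibition above the batch mean plus 3 SD, and confirmed as a hit on visual image review, cut at about 43% in these data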;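 further: 0% = TNF-stimulated DMSO wells and 100% = unstimulated control wells; not every result past the cut was called active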
Measles CPE – protection of cells from measles virus; Measles virus-infected cells, CPE protection, absorbance; protection (pct of control), % at 4 µM; 140,000 tested, 1.5% active; in the data active means protection mostly above about 24%, no sharp cut-off; inactive means mostly below about 26%; further: some compounds called inactive have numbers as strong as hits
Yeast life ext – extends the lifespan of yeast. 130,000 tested, 0.68% active. inhibition of the nicotinamide effect, % at 10 µM. S. cerevisiae growth with nicotinamide, OD615; deaD strain in restrictive glucose medium. AID 775;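 active means inhibition above a set limit, placed 3 SD over the median of all compounds, cut at about 26% in these data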;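 further: 0% = nicotinamide-treated wells and 100% = cells grown without nicotinamide; some compounds called inactive have numbers as strong as hits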
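assay system = DeaD-strain S. cerevisiae | buffer or medium = restrictive glucose medium | reagent = 1.5 mM nicotinamide | compound = 10 µM single point, 0.25% DMSO | incubation = 48 h compound exposure at 30 °C, humidified | signal = OD615 measurement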
MRP-1 activ – activators of MRP-1; H69AR cells + doxorubicin, viability rescue, CellTiter-Glo; viability increase, % at 10 µM; 140,000 tested, 0.61% active; AID 799;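 active means viability gain under doxorubicin at or above a set limit, the compound median plus 3 SD, cut at about 4.7% in these data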;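 further: MRP-1 overexpressing cells given doxorubicin 25 µM after compound pretreatment; 18-22 h compound pretreatment then 72 h with doxorubicin before readout; 0% = doxorubicin-only wells and 100% = vehicle-treated cells without doxorubicin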
PTEN del growth – suppresses growth of cells with PTEN deletion | HCT116 PTEN-null viability, CellTiter-Glo, 60 h; stronger effect = lower value | viability, % at 10 µM | 140,000 tested, 1.2% active | AID 827;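 active means viability at or below a set limit, 4 SD under the median of all tested compounds, cut at about 3.7% in these data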;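 further: PTEN knockout HCT116 line with beta catenin targeted HCT116 as companion control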
HCT116 bCat-KO – beta-catenin-lacking colon tumor cell growth suppression | AID 818 | HCT116 beta-catenin knockout viability, CellTiter-Glo, 60 h; stronger effect = lower value | 140,000 tested, 1.5% active | viability, % at 10 µM;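 active means viability at or under a set limit, the compound median less 4 SD, cut at about 6% in these data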;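 further: 0% = Hyamine 1622 control at 20 µM and 100% = untreated cell control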
BB579 growth dn – yeast BB579 growth reduction in restrictive medium; S. cerevisiae BB579 growth, OD615, 48 h; inhibition, % at 10 µM; 140,000 tested, 0.51% active;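 active means inhibition above a set limit, 3 SD over the mean compound inhibition, cut at about 44% in these data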; further: inactives centre near -24
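Test system: DeaD yeast strain BB579 / Buffer or medium: restrictive glucose-based CSMM-D medium / Doses: single 10 µM dose / Schedule: 4 h cell preincubation, 48 h compound exposure, 30 °C humidified / Technique: culture absorbance at 615 nm / Controls: amphotericin B positive control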
Phagocytosis inh – inhibitors of macrophage phagocytosis. inhibition, % at 5 µM. 110,000 tested, 0.07% active. J774A.1 macrophage IgG-bead phagocytosis, imaging;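 active means inhibition above the mean of the plate negative controls plus 5 SD, cut at about 13% in these data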;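 further: phagocytic index as fraction of beads internalized from green versus red external bead signal; plate controls were DMSO negative control for no effect and cytochalasin-D positive control for full effect; some results beyond the cut were filed as inactive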
GALR2 blocker – antagonists of human galanin receptor 2 (GALR2); GALR2-expressing cells, antagonist mode; AID 828; inhibition, % at 4 µM; O43603; 140,000 tested, 0.39% active; in the data active means inhibition above about 27%;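 further: cells stimulated with galanin 1-16 at roughly its EC80; 0% = agonist challenge control and 100% = basal control without agonist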
Target sequence (O43603 whole entry, looked up): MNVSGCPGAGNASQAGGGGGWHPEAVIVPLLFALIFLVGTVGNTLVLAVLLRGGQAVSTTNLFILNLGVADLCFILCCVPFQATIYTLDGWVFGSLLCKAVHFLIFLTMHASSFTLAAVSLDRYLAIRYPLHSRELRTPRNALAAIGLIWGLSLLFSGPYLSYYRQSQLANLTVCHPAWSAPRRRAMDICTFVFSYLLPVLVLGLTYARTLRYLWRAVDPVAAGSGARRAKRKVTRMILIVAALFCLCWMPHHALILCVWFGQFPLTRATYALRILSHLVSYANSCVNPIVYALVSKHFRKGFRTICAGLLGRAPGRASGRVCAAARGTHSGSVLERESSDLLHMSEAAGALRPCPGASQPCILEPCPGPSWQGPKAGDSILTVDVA
NPY Y2 blocker – NPY-Y2 (human) receptor antagonism; inhibition, % at 2.7 µM; 140,000 tested, 0.99% active; NPY-Y2 expressing cells, antagonist mode; P49146; AID 793; in the data active means inhibition above about 17%;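 further: 0% = vehicle with agonist challenge and 100% = reference antagonist with challenge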
Target sequence (P49146 whole entry, looked up): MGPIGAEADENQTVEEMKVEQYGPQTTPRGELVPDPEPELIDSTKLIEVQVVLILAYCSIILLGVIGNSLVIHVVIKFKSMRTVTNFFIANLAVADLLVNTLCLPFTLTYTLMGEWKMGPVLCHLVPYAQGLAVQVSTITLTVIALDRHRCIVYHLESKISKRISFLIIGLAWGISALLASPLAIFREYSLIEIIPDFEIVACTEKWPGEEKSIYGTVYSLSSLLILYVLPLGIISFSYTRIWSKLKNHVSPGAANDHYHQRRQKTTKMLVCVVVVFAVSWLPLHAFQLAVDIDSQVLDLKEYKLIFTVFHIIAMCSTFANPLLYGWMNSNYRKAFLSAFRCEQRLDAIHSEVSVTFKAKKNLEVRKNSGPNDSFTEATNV
An asterisk follows results filed as active; · = no result given.

item	compound	E-sel TNF inh	Measles CPE	Yeast life ext	MRP-1 activ	PTEN del growth
1	Cc1ccc(-n2nc3c([n+]2[O-])CCc2c-3no[n+]2[O-])cc1	4	6	14	-3.1	19
2	COCCNC(=O)c1ccccc1NC(=O)c1ccccc1N(C)S(C)(=O)=O	-34	4	2	-0.1	101
3	Cc1ccc(C(=O)Nc2ccc(CC(=O)O)cc2)o1	0	4	-12	0.0	87
4	CCOC(=O)N1CCN(CC(O)COCC2=CCC3CC2C3(C)C)CC1 (stereo not given)	·	5	8	-1.2	96
5	COc1ccc(N(CC(=O)Nc2cccc(SC)c2)S(C)(=O)=O)cc1	-11	7	-23	-4.6	89
6	Cc1ccc(C)n1-c1ccc(C(=O)NN)cc1	·	20	-2	-1.2	54
7	NC(=O)Cc1c[nH]c2cccc(O)c12	50	7	·	-0.9	99
8	COC(CNC(=O)CCc1c(C)nc2c(-c3ccc(F)cc3)c(C)nn2c1C)OC	-8	4	-22	-3.0	103
9	COc1cc(/C=C(\C#N)c2nc3ccccc3[nH]2)ccc1Oc1ccc([N+](=O)[O-])cn1	-33	19	-19	-2.4	63
10	CCC(=O)Nc1ccc(S(=O)(=O)N2CCc3ccccc3C2)cc1	·	11	-3	-2.0	73
11	FC(F)(F)c1nc2ccccc2n2c(-c3ccc(Cl)cc3Cl)nnc12	10	6	-14	-2.7	88
12	COc1ccc(/C=N/Nc2ccc([N+](=O)[O-])cc2S(=O)(=O)N2CCN(C)CC2)cc1	·	28	-4	-0.9	71
13	O=C(CS(=O)(=O)c1cn(Cc2cccc(F)c2)c2ccccc12)N1CCCCC1	4	15	·	-1.4	95
14	N#Cc1ccc(-c2csc(NC3=NCCCCC3)n2)cc1	11	9	-3	-2.8	77
15	CCCNS(=O)(=O)c1ccc(CCC(=O)N2CCC(C)CC2)cc1	-21	5	-5	-0.7	105

item	HCT116 bCat-KO	BB579 growth dn	Phagocytosis inh	GALR2 blocker	NPY Y2 blocker
1	26	-27	0	49*	3
2	91	-15	-5	8	-1
3	91	-19	-1	-7	4
4	102	-20	·	-11	2
5	95	-41	-1	-7	2
6	56	-14	-3	0	3
7	89	-27	1	13	0
8	105	4	-2	7	2
9	60	-42	-1	2	3
10	60	-34	1	·	·
11	89	-4	·	2	-1
12	71	-22	-6	4	2
13	89	-42	·	-2	2
14	68	-40	-4	18	1
15	99	-25	1	-13	5

Continuation.
item	compound	E-sel TNF inh	Measles CPE	Yeast life ext	MRP-1 activ	PTEN del growth
16	C/C(=N\NC(=O)c1ccc(C)cc1C)c1ccc2c(c1)OCO2	10	4	-3	1.1	85
17	COc1ccccc1CNC(=O)C1CCCN1S(=O)(=O)c1cccc2cccnc12 (stereo not given)	-1	1	-1	-2.0	83
18	O=C(O)COc1ccc(/C=N/n2c(COc3ccccc3)nc3ccccc3c2=O)cc1	·	5	1	-0.3	104
19	O=[N+]([O-])c1ccc(O)c(/C=N/Nc2nc3ccccc3[nH]2)c1	·	2	-6	-3.5	5
20	COc1ccc(OC)c(N2Cc3ccccc3C2)c1	-31	12	·	-4.2	96
21	CCn1nccc1C(=O)Nc1ccc(Cl)c(Cl)c1	-12	12	·	-2.3	74
22	CCOC(=O)c1sc(=S)n(C)c1NC(=O)c1ccccc1C	·	11	5	-3.3	88
23	COc1cc2[nH]c(=S)n(N(C(C)=O)C(C)=O)c(=O)c2cc1OC	20	6	-2	-2.3	88
24	COCCn1c(C)cc(C(=O)CSc2nnc3ccccn23)c1C	·	9	-2	-0.5	104
25	O=C(NC(NC(=S)Nc1cccc(Cl)c1)C(Cl)(Cl)Cl)OCc1ccccc1 (stereo not given)	-17	20	0	-5.5	12
26	Cc1ccc2c(c1)N(CC(=O)N1CCc3ccccc3C1)C(=O)CO2	-1	15	-7	-0.5	93
27	O=C(NCc1ccccc1F)C1CCCN1C(=O)NC1CCCCC1 (stereo not given)	17	11	·	0.9	93
28	O=C1C2CC=C(Cl)CC2C(=O)N1CCc1ccccc1 (stereo not given)	-3	15	35	-0.4	106
29	CC(C)=CC(=O)OCC(=O)Nc1ccc(F)cc1Cl	·	6	-5	-0.3	101
30	COC(=O)Cc1c(C)nc2nc(-c3ccc(OC)cc3)[nH]n2c1=O	·	3	-4	-1.3	92

item	HCT116 bCat-KO	BB579 growth dn	Phagocytosis inh	GALR2 blocker	NPY Y2 blocker
16	93	-8	·	-2	4
17	88	-13	-1	4	1
18	93	5	-8	13	1
19	4.2*	-4	-10	14	0
20	103	-60	·	7	0
21	78	-40	·	16	0
22	93	0	-7	-3	6
23	82	-29	-2	-8	1
24	85	-17	0	9	4
25	39	5	-1	-9	-1
26	104	0	0	7	3
27	100	-29	·	2	2
28	96	-42	-1	-9	4
29	98	-33	0	-2	1
30	92	-39	3	5	1

Arranged by the number under NPY Y2 blocker (high to low): three from the list above.
cpd	compound	NPY Y2 blocker
15	CCCNS(=O)(=O)c1ccc(CCC(=O)N2CCC(C)CC2)cc1	5
17	COc1ccccc1CNC(=O)C1CCCN1S(=O)(=O)c1cccc2cccnc12 (stereo not given)	1
7	NC(=O)Cc1c[nH]c2cccc(O)c12	0

(listing goes on)
item	compound	E-sel TNF inh	Measles CPE	Yeast life ext	MRP-1 activ	PTEN del growth
31	C=CCNC(=S)N/N=C/c1ccc(C)c([N+](=O)[O-])c1	9	6	1	-1.0	97
32	Cc1ccc(/C=C2\SC(=S)N(CCCC(=O)Nc3nccs3)C2=O)cc1	-7	4	5	5.3*	64
33	CCCC(NC(=O)CNC(=O)C(C)(C)C)C(=O)O (stereo not given)	-12	6	1	-0.7	100
34	CN(c1ccc(OCC(=O)OCC(=O)Nc2ccccc2)cc1)S(=O)(=O)c1ccc(F)cc1	5	3	-2	-1.7	97
35	NC(=O)C1(NC(=O)[C@@H]2CC3(CC(c4cccc(NC(=O)[C@@H]5CCC(=O)N5)c4)=NO3)CN2C(=O)c2cnccn2)CC1 (stereo not given in full)	-6	16	-10	-2.7	94
36	c1coc(CNc2c3c(nc4ncnn24)CCCC3)c1	-23	11	-6	-1.6	76
37	CC1C(=O)NN=C1C(=O)N/N=C\c1ccc(O)cc1O (stereo not given)	8	5	-5	2.7	117
38	O=C(CN1CCN(Cc2cccc(Cl)c2)C1=O)NCc1ccccn1	-19	34*	-9	-0.4	101
39	O=C(Cn1[nH]c(=O)c2ccccc2c1=O)Nc1ccc2c(c1)CCC2	-19	38	-8	-0.2	90
40	CCCN1CCCc2cc(CN(CCCN3CCOCC3)C(=O)Nc3ccc(OCC)cc3)ccc21	21	10	-2	-5.6	90
41	COc1cc(C)c(NC(=S)Nc2ccc(C)c(Cl)c2)cc1OC	-9	3	4	-4.0	99
42	N#Cc1c2n(c3c(=O)n(Cc4ccc(Cl)cc4)cnc13)CCCCC2	·	31	-5	4.0	95
43	O=C(COC(=O)c1cccs1)NCCN1C(=O)CSC1=O	·	10	-4	0.5	112
44	Cc1ccccc1-n1c(SCC(=O)NC(N)=O)nc2sc(-c3ccccc3)cc2c1=O	·	17	-2	-2.9	74
45	C=CCN1C(=O)C(Cc2ccc(F)cc2)S/C1=N/N=C/c1ccco1 (stereo not given)	·	9	-1	-0.7	101

item	HCT116 bCat-KO	BB579 growth dn	Phagocytosis inh	GALR2 blocker	NPY Y2 blocker
31	99	-19	-4	3	0
32	65	-9	1	8	3
33	90	-37	3	9	-1
34	92	-7	-6	-1	2
35	91	-10	·	-3	4
36	73	-56	-2	14	0
37	96	-5	·	3	3
38	101	2	0	8	3
39	103	-74	1	4	5
40	92	4	3	-16	-1
41	91	-33	-5	-6	4
42	102	-14	-1	2	2
43	100	-35	-2	1	2
44	79	-18	0	14	2
45	94	-16	-1	7	0

The final five entries of the part above open the next one:
item	compound	E-sel TNF inh	Measles CPE	Yeast life ext	MRP-1 activ	PTEN del growth
41	COc1cc(C)c(NC(=S)Nc2ccc(C)c(Cl)c2)cc1OC	-9	3	4	-4.0	99
42	N#Cc1c2n(c3c(=O)n(Cc4ccc(Cl)cc4)cnc13)CCCCC2	·	31	-5	4.0	95
43	O=C(COC(=O)c1cccs1)NCCN1C(=O)CSC1=O	·	10	-4	0.5	112
44	Cc1ccccc1-n1c(SCC(=O)NC(N)=O)nc2sc(-c3ccccc3)cc2c1=O	·	17	-2	-2.9	74
45	C=CCN1C(=O)C(Cc2ccc(F)cc2)S/C1=N/N=C/c1ccco1 (stereo not given)	·	9	-1	-0.7	101
46	COc1ccccc1N1CCN(C(=O)C2CCN(S(=O)(=O)c3ccccc3)CC2)CC1	·	23	-5	-1.0	77
47	COc1ccc(OC)c(/C=C/C(=O)OCC(=O)Nc2cccc(C(C)=O)c2)c1	·	3	-3	-2.9	93
48	O=C(NCCOc1ccc(F)cc1)c1ccccc1SCc1ccccc1	·	4	7	-3.5	56
49	CCc1ccccc1NC1=NCC(=O)N1Cc1ccccc1	-5	3	-8	-2.9	103
50	Cc1[nH]c(=O)cc2ccccc12	11	4	-1	0.6	105
51	CC1=C(C(=O)Nc2ccccc2C)C(c2cccs2)NC(=S)N1 (stereo not given)	·	12	6	-0.8	95
52	O=C(NC(C(=O)N1CCCC1C(=O)O)=C1CCCCC1)c1ccccc1 (stereo not given)	·	3	-23	-3.2	88
53	Cc1ccc2[nH]c(=O)c(CNC(C)(C)C)cc2c1	·	12	3	0.2	79
54	CCOC(=O)C1=C(N)N2C(=O)C(C)SC2=C(C(=O)OCC)C1c1ccccc1 (stereo not given)	-34	0	-5	-1.9	94
55	Nc1nnc(CSCc2ccc(F)cc2)s1	-30	10	-7	-0.4	95
56	Cc1nn2c(NCCCN(C)C)c3c(nc2c1-c1ccccc1)CCC3	17	15	-6	-5.6	1.7*
57	CCCCN(C(=O)c1cccc2c(=O)c(C)c(-c3ccccc3)oc12)c1ccccc1	·	1	29*	-4.7	16
58	Cc1cnc(NC(=O)C2CCCO2)s1 (stereo not given)	-10	17	-14	0.5	100

item	HCT116 bCat-KO	BB579 growth dn	Phagocytosis inh	GALR2 blocker	NPY Y2 blocker
41	91	-33	-5	-6	4
42	102	-14	-1	2	2
43	100	-35	-2	1	2
44	79	-18	0	14	2
45	94	-16	-1	7	0
46	87	-23	0	2	3
47	96	-20	·	-5	7
48	71	-34	-12	-9	8
49	91	17	0	13	4
50	104	-72	5	6	0
51	93	-27	-7	3	2
52	86	1	7	-6	3
53	83	-25	-1	4	2
54	92	-28	·	7	1
55	101	-58	2	-2	3
56	2.4*	-20	0	-1	2
57	12	-24	-6	-8	6
58	93	12	1	-3	3
